UBC13 polyUb = blocks human UBC13 polyubiquitin chain formation. P61088. TR-FRET. inhibition, % at 20 µM. 0.47% of 330,000 active; in the data active = inhibition above about 45%, passing the limit was not always enough
Target sequence (P61088 whole entry, looked up): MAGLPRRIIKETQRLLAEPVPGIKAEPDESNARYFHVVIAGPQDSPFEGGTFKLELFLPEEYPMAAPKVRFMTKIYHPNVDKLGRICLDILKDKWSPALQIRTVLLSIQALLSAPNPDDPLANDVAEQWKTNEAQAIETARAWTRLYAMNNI
Gli-Sufu antag = blocks Gli-Sufu signaling in a luciferase reporter; Sufu-KO-LIGHT fibroblasts, Gli luciferase reporter luminescence; inhibition, % at 5 µM; 0.74% of 340,000 active;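 active = inhibition above about 55%, limit read from the data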;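 also: 0% = DMSO-treated cells and 100% = wells with medium but no cells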
APJ antag = antagonists of human APJ apelin receptor. P35414. CHO-K1 APJ beta-arrestin complementation, luminescence. inhibition, % at 20 µM. 0.32% of 330,000 active;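 active = inhibition above about 40% at 20 µM, limit read from the data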;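 also: cells challenged with 10 nM apelin-13 agonist together with compound; plate controls were apelin-13 plus DMSO wells for no effect and DMSO wells lacking apelin-13 for full effect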
Target sequence (P35414 whole entry, looked up): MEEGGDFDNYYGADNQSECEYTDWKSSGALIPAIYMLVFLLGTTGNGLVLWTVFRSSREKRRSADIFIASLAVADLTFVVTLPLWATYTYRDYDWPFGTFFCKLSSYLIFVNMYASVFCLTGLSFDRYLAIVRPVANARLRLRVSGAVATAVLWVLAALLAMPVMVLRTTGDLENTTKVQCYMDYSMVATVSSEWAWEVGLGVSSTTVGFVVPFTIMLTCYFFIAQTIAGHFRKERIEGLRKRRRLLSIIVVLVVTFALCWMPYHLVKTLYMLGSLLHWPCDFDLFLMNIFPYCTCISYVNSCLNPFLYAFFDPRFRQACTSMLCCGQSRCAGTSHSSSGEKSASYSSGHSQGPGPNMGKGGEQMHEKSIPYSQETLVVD
CXCR6 block = blocks human CXCR6 beta-arrestin recruitment; O00574; CHO-K1 PathHunter CXCR6 beta-arrestin, luminescence; inhibition, % at 20 µM; 0.36% of 360,000 active; in the data active = inhibition above about 34%, passing the limit was not always enough;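 also: antagonist mode with CXCL16 agonist at 10 nM final; 0% = 10 nM CXCL16 with DMSO and 100% = unstimulated wells without agonist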
Jurkat NFkB inh = inhibitors of the PMA/ionomycin-induced NF-kB reporter in Jurkat cells; PMA/ionomycin-induced NF-kB luciferase reporter, luminescence; inhibition, % at 4 µM; 0.53% of 330,000 active; in the data active = inhibition above about 50%
697 NFkB inh = lowers PMA/ionomycin-induced NF-kB signal in 697 B cells. 697 B-cell NF-kB luciferase reporter, 16 h. inhibition, % at 4 µM. 0.33% of 330,000 active; in the data active = inhibition above about 35%
EBI2 block = blocks human EBI2 receptor beta-arrestin signaling; P32249; EBI2 beta-arrestin recruitment, luminescence, 7a,25-OHC stimulated; inhibition, % at 5 µM; 0.81% of 360,000 active; AID 651636; in the data active = inhibition above about 38%;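 also: enzyme fragment complementation signal reports receptor beta-arrestin coupling in cells; 0% = agonist plus DMSO wells and 100% = wells without agonist; some results beyond the cut were filed as inactive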
Target sequence (P32249 whole entry, looked up, the tested form may be a part): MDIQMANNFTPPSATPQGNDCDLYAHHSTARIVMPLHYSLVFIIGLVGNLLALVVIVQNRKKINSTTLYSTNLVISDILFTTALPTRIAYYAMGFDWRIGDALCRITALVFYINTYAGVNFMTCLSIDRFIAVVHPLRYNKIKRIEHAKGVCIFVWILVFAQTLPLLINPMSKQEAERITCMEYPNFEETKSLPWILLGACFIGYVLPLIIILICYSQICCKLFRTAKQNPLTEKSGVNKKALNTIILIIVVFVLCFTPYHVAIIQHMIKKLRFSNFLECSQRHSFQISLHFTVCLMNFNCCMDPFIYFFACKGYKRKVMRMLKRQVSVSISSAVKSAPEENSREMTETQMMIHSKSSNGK
CCR6 antag = CCR6 (human) receptor antagonism; P51684; CHO-K1 CCR6 PathHunter beta-arrestin, luminescence, CCL20-stimulated; 0.49% of 340,000 active; inhibition, % at 20 µM; AID 493098;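 active = compounds whose inhibition of the agonist-driven luminescence signal at 20 µM reaches about 50%, limit read from the data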;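 also: cells stimulated with CCL20 at 14 nM final; plate controls were DMSO with CCL20 for no effect and DMSO without agonist for full effect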
* = called active by the depositor; . = not tested or not shown.

1) Cc1nn(-c2ccccc2)c(N2CCCC2)c1/C=N/NC(=S)Nc1ccc(F)cc1
2) COc1ccc2nc(C)c3c(c2c1)OC(C(C)(Cl)Br)C3 (centres undefined)
3) CCOc1ccc(S(=O)(=O)N2CCN(C(=O)c3cc(S(=O)(=O)N4CCOCC4)ccc3C)CC2)cc1
4) C=CCCCCCCCCC(=O)Nc1ncccn1
5) CCOC(=O)c1ccccc1NC(=O)COC(=O)C1CCCC1
6) Cc1ccc(-c2nnc(C)c(N3CCOCC3)n2)cc1
7) CN(C)CCCNC(NC(=O)c1cccs1)C(Cl)(Cl)Cl (centres undefined)
8) O=C(COc1ccc2c3c(c(=O)oc2c1)CCC3)N[C@@H](Cc1ccccc1)C(=O)O
9) O=S(=O)(c1ccc(Cl)cc1)N1CCC(N2CCCCCC2)CC1
10) O=C(Nc1ccc(Nc2ccccc2)cc1)c1cccc(F)c1
assay / entry | 1 | 2 | 3 | 4 | 5 | 6 | 7 | 8 | 9 | 10
UBC13 polyUb | -17 | 2 | -3 | -10 | 4 | 1 | 6 | -4 | -2 | -17
Gli-Sufu antag | 2 | 8 | -1 | -1 | 1 | -5 | -5 | -1 | 11 | 21
APJ antag | 20 | -5 | 8 | 12 | 21 | 15 | -5 | 3 | 14 | -18
CXCR6 block | 12 | 4 | -4 | 6 | -1 | 12 | 4 | -2 | -4 | -4
Jurkat NFkB inh | 3 | 9 | 5 | -6 | -1 | 3 | 11 | -16 | -6 | -115
697 NFkB inh | 10 | -9 | 7 | -12 | 12 | 1 | -2 | 0 | -27 | -120
EBI2 block | -1 | 11 | 4 | 3 | 1 | -7 | 2 | -6 | -6 | 1
CCR6 antag | 26 | 9 | 5 | 2 | 9 | -9 | -3 | -4 | 3 | 5

The closing 2 entries of the part before come first, to join the parts:
9) O=S(=O)(c1ccc(Cl)cc1)N1CCC(N2CCCCCC2)CC1
10) O=C(Nc1ccc(Nc2ccccc2)cc1)c1cccc(F)c1
11) CCOc1cc(S(=O)(=O)Nc2cc(C)cc(C)c2)ccc1Cl
12) CN1CCN(S(=O)(=O)c2cccc(C(=O)Nc3ccccc3N3CCOCC3)c2)CC1
13) O=C(c1csc2c1CCCC2)N1CCN(c2cccc(C(F)(F)F)c2)CC1
14) COc1ccc(S(=O)(=O)N2CCOC2CNC(=O)C(=O)NCc2ccccn2)cc1 (centres undefined)
15) CS(=O)(=O)N(CC(=O)N1CCc2ccccc2C1)c1ccc(Cl)cc1F
16) Cc1nn(CC(=O)N(CC(C)C)C2CCS(=O)(=O)C2)c(C)c1[N+](=O)[O-] (centres undefined)
17) COc1ccc(CC(=O)NNC(=O)c2c(-c3ccccc3Cl)noc2C)cc1OC
18) COc1ccc(N(C(=O)c2ccncc2)S(=O)(=O)c2ccccc2)cc1
19) COc1ccccc1C/C(N)=N/OC(=O)/C=C/c1ccccc1
20) Cc1cc(NC(=O)CSc2nnc(Cc3ccccc3)n2C)no1
assay / entry | 9 | 10 | 11 | 12 | 13 | 14 | 15 | 16 | 17 | 18 | 19 | 20
UBC13 polyUb | -2 | -17 | 16 | 0 | -3 | -4 | . | 1 | 6 | -3 | 1 | 5
Gli-Sufu antag | 11 | 21 | 9 | 9 | 8 | 1 | 7 | 9 | -4 | -4 | -12 | 2
APJ antag | 14 | -18 | -6 | -4 | 6 | -25 | . | 9 | 12 | -21 | -19 | 17
CXCR6 block | -4 | -4 | -3 | -4 | -5 | -12 | 2 | -2 | 8 | -2 | -10 | -2
Jurkat NFkB inh | -6 | -115 | 7 | 2 | -4 | 5 | . | 14 | 4 | 8 | 3 | 6
697 NFkB inh | -27 | -120 | 0 | 2 | -13 | -6 | . | 28 | 20 | 4 | -4 | 3
EBI2 block | -6 | 1 | 3 | -6 | 4 | 4 | -6 | 4 | -11 | -27 | 11 | -3
CCR6 antag | 3 | 5 | -22 | 14 | 4 | -11 | 10 | -5 | 4 | 15 | -15 | 7

21) COc1ccc(CCCNC(=O)C2CCC(=O)N(CCCN3CCCC3=O)C2)cc1 (centres undefined)
22) Cc1c(C(=O)Nc2ccncc2)oc2ccccc12
23) Cc1ccc(SC(C)C(=O)Nc2cccnc2)cc1 (centres undefined)
24) N/C(Cc1ccc(Cl)cc1Cl)=N\OC(=O)c1ccc(Br)o1
25) Cn1nc(C(=O)OCC(=O)Nc2ccc3ccccc3c2)c2ccccc2c1=O
26) COc1cc(S(=O)(=O)Nc2ccccc2C)ccc1Cl
27) COc1ccc(S(=O)(=O)N(C)C)cc1NC(=O)CSC(C)C(=O)Nc1cc(C)on1 (centres undefined)
28) O=C(COC(=O)C1CCC1)NCc1ccccc1Cl
29) CCCC(=O)N=C1SC2CS(=O)(=O)CC2N1c1ccc(CC)cc1 (centres undefined)
30) CCN(CC)S(=O)(=O)c1cccc(C(=O)N[C@H](C(=O)Nc2nc3ccccc3s2)C(C)C)c1
assay / entry | 21 | 22 | 23 | 24 | 25 | 26 | 27 | 28 | 29 | 30
UBC13 polyUb | 7 | 3 | -1 | -8 | 1 | 1 | 7 | -10 | 4 | 7
Gli-Sufu antag | -63 | -28 | 7 | -10 | -7 | -2 | 0 | 2 | -13 | -9
APJ antag | 1 | -17 | -2 | -59 | 3 | 9 | -20 | -1 | -5 | 11
CXCR6 block | 12 | -7 | -3 | -7 | -2 | -3 | -1 | -10 | 6 | 18
Jurkat NFkB inh | 5 | -4 | -3 | 8 | -15 | -8 | 9 | 4 | 9 | -11
697 NFkB inh | 13 | -24 | 11 | 24 | 16 | 19 | 24 | -1 | 15 | -20
EBI2 block | -7 | -10 | -5 | 6 | -1 | -1 | 8 | -15 | -5 | 13
CCR6 antag | -5 | -15 | 13 | -5 | 6 | 16 | 8 | 1 | 16 | 19

31) N#Cc1c(NC2CCCCC2)nc(-c2ccco2)c2c1CCCC2
32) COC(C(=O)Nc1ccnn1C1CCN(Cc2cccc(C)n2)CC1)c1ccccc1 (centres undefined)
33) Cc1cccc(S(=O)(=O)Nc2cccc(-c3cn4ccsc4n3)c2)c1
34) O=C(CSc1nc2cc(Cl)ccc2s1)Nc1cccc(S(=O)(=O)N2CCOCC2)c1
35) CSc1nc2c(cc1C#N)C(=O)CC(C)(C)C2
36) CN(CC(=O)Nc1cccc(S(=O)(=O)N2CCOCC2)c1)CC(=O)Nc1ccc(Cl)c(C(F)(F)F)c1
37) CC1=C(C(=O)Nc2ccccc2)C(c2ccco2)C(C#N)=C(SCC(=O)Nc2cccc(C)c2C)N1 (centres undefined)
38) CCCCc1cc(=O)oc2cc(OCC(=O)NCC3CCC(C(=O)O)CC3)ccc12 (centres undefined)
39) Cc1ccccc1NS(=O)(=O)c1cc(C(=O)Nc2cccc([N+](=O)[O-])c2)ccc1C
40) CCOC(=O)c1c(NC(=O)Cn2cc([N+](=O)[O-])cn2)sc2c1CCC2
assay / entry | 31 | 32 | 33 | 34 | 35 | 36 | 37 | 38 | 39 | 40
UBC13 polyUb | -16 | 2 | 2 | 14 | 29 | 7 | -8 | -11 | 1 | 5
Gli-Sufu antag | 2 | -23 | 0 | 7 | 0 | 42 | 2 | 7 | 11 | 8
APJ antag | 2 | 13 | -16 | -7 | -1 | -35 | 24 | -40 | 3 | 19
CXCR6 block | -6 | 5 | -5 | -8 | 0 | -8 | 8 | -8 | 4 | 4
Jurkat NFkB inh | -24 | 2 | 16 | 9 | 2 | 13 | 36 | -4 | -5 | -7
697 NFkB inh | -19 | -3 | 11 | 13 | 6 | -41 | 3 | 26 | -5 | 9
EBI2 block | 10 | 2 | -1 | -3 | 1 | 8 | 16 | -1 | 4 | 17
CCR6 antag | 1 | 14 | -41 | 4 | 2 | -1 | 26 | 6 | 16 | 22

Copied from the list:
cpd 3 @ 697 NFkB inh: 7
cpd 16 @ Jurkat NFkB inh: 14

Following part.
41) COc1ccc(-c2nc(C#N)c(N3CCCCCC3)o2)cc1OC
42) CC1(C)O[C@H]2OC([C@H](O)CON3C(=O)c4ccccc4C3=O)[C@H](O)[C@H]2O1 (some centres undefined)
43) NC(=O)c1ccccc1NC(=O)COc1ccc2c(c1)OCO2
44) CCC1(c2ccc(Cl)cc2)NC(=S)N(c2ccc(C)cc2)N1 (centres undefined)
45) Cc1c(OCC(=O)N2CCC(C(N)=O)CC2)ccc2c3c(c(=O)oc12)CCCC3
46) CCCCNC(NCCCC)=C(S(=O)(=O)CC)S(=O)(=O)CC
47) CCc1ccccc1NC(=O)CSc1nc2c(c(-c3ccco3)c1C#N)CCCC2
48) COC(=O)N/N=C1\CCCc2ccccc21
49) COC(=O)CCCC1=CC2=CC(=O)C(C)(OC(=O)c3cccs3)C(=O)C2=CN1CC(C)C (centres undefined)
50) CCC(=O)Nc1cc(-c2nc3ncccc3o2)ccc1Cl
assay / entry | 41 | 42 | 43 | 44 | 45 | 46 | 47 | 48 | 49 | 50
UBC13 polyUb | 8 | -2 | 10 | 10 | 10 | 8 | -4 | 3 | -88 | -9
Gli-Sufu antag | 2 | -5 | -70 | -14 | -4 | 1 | 6 | -1 | 11 | -5
APJ antag | -10 | 19 | 0 | -13 | 16 | -12 | 9 | -4 | -45 | 3
CXCR6 block | 1 | . | 3 | 1 | -7 | -6 | 12 | -12 | -18 | -2
Jurkat NFkB inh | 1 | 14 | -78 | -24 | -4 | -3 | -6 | 6 | 12 | -17
697 NFkB inh | -26 | 14 | -68 | -36 | 24 | -6 | -17 | 2 | 4 | -21
EBI2 block | -5 | . | -8 | -5 | -1 | -14 | 13 | -7 | -13 | -4
CCR6 antag | 13 | 1 | 0 | 2 | -17 | 2 | 7 | 13 | 2 | 7

51) C[C@@H]1[C@H]2[C@@H](O[C@@H]3O[C@H](CO)[C@@H](O)[C@H](O)[C@H]3O)OC=C(C(=O)O)[C@H]2C[C@@H]1O
52) CCOc1ccc(NC(=O)CN(C)C(=O)c2c(C)nn(-c3ccccc3)c2Cl)cc1OCC
53) CC1(C)CC(CC(=O)NNc2nc(-c3ccccc3)cs2)C(=O)O1 (centres undefined)
54) O=C(COC(=O)C12CC3CC(CC(Br)(C3)C1)C2)Nc1cccnc1Cl
55) O=C(CSc1nnc(CNC(=O)c2ccco2)o1)c1ccc(Cl)cc1
56) COc1cc(CN2CCCC(C(=O)Nc3cccc(-n4cccn4)c3)C2)ccc1F (centres undefined)
57) O=C(CSc1nc(C2CCCCC2)nc2ccccc12)NCc1ccco1
assay / entry | 51 | 52 | 53 | 54 | 55 | 56 | 57
UBC13 polyUb | -2 | 1 | 1 | -5 | 0 | 4 | -2
Gli-Sufu antag | 10 | -3 | 8 | -19 | 20 | 20 | 5
APJ antag | -70 | 12 | -3 | -26 | 10 | 9 | 23
CXCR6 block | 1 | -1 | -8 | -2 | 6 | -3 | 3
Jurkat NFkB inh | 0 | 10 | -6 | 2 | 1 | -5 | 8
697 NFkB inh | 10 | -4 | 11 | 0 | 18 | -2 | -8
EBI2 block | -10 | -11 | -2 | -10 | -6 | 8 | 4
CCR6 antag | 1 | 3 | 11 | 7 | -2 | 0 | 17

By substructure, the entries above with fluorine (6)
1) Cc1nn(-c2ccccc2)c(N2CCCC2)c1/C=N/NC(=S)Nc1ccc(F)cc1
10) O=C(Nc1ccc(Nc2ccccc2)cc1)c1cccc(F)c1
13) O=C(c1csc2c1CCCC2)N1CCN(c2cccc(C(F)(F)F)c2)CC1
15) CS(=O)(=O)N(CC(=O)N1CCc2ccccc2C1)c1ccc(Cl)cc1F
36) CN(CC(=O)Nc1cccc(S(=O)(=O)N2CCOCC2)c1)CC(=O)Nc1ccc(Cl)c(C(F)(F)F)c1
56) COc1cc(CN2CCCC(C(=O)Nc3cccc(-n4cccn4)c3)C2)ccc1F (centres undefined)
assay / entry | 1 | 10 | 13 | 15 | 36 | 56
UBC13 polyUb | -17 | -17 | -3 | . | 7 | 4
Gli-Sufu antag | 2 | 21 | 8 | 7 | 42 | 20
APJ antag | 20 | -18 | 6 | . | -35 | 9
CXCR6 block | 12 | -4 | -5 | 2 | -8 | -3
Jurkat NFkB inh | 3 | -115 | -4 | . | 13 | -5
697 NFkB inh | 10 | -120 | -13 | . | -41 | -2
EBI2 block | -1 | 1 | 4 | -6 | 8 | 8
CCR6 antag | 26 | 5 | 4 | 10 | -1 | 0
